DAGLB inh = blocks human DAGLB lipase activity | AID 504411 | Q8NCG7 | HEK293T DAGLB membrane lysate, EnzChek fluorogenic substrate | inhibition, % at 5.17 µM | 340,000 compounds, 0.059% hits; in the data active = inhibition above about 34%;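 note: 0% = enzyme with vehicle and 100% = wells lacking enzyme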
Target sequence (Q8NCG7 whole entry, looked up): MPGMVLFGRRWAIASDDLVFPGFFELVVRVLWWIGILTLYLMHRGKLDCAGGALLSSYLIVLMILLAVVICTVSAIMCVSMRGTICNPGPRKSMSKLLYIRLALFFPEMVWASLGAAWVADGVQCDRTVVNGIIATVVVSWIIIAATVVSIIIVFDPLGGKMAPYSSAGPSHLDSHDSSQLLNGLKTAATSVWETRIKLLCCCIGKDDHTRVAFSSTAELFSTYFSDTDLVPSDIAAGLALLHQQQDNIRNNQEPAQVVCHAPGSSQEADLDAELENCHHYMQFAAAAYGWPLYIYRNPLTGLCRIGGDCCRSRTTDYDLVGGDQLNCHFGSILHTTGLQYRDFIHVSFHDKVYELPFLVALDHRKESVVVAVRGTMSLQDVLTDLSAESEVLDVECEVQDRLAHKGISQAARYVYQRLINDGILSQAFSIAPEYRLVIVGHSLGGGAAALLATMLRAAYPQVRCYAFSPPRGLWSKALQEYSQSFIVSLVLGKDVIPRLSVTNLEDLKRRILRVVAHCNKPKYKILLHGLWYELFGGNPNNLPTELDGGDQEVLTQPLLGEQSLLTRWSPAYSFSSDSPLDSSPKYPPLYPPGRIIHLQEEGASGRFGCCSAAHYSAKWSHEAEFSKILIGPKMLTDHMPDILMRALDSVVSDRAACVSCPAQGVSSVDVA
phage Ecoli inh = E. coli growth loss with phage present | AID 651602 | growth absorbance | 360,000 compounds, 0.26% hits | inhibition, % at 11.9 µM; in the data active = inhibition above about 11%
Wnt act = activators of Wnt/beta-catenin signaling; 300,000 compounds, 1.2% hits; activation, % at 9.35 µM; Wnt/beta-catenin reporter cell assay, activator, plate reader; AID 743398; in the data active = activation above about 30%, passing the limit was not always enough;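 note: 0% = neutral control wells and 100% = positive control wells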
* hit, by the source's call. An excerpt; rates above refer to the full screens.

> Cc1noc(C)c1NC(=O)Nc1ccc2c(c1)C(=O)N([C@H](C)CO)C[C@H](C)[C@@H](CN(C)S(=O)(=O)c1ccc(Cl)cc1)OCCCC[C@@H](C)O2
  DAGLB inh: -0.6	phage Ecoli inh: 2.8	Wnt act: -3.6

> O=[N+]([O-])c1ccc(CN2CC(N3CCCC3)CS2(=O)=O)cc1 (stereo unspecified)
  DAGLB inh: -0.7	phage Ecoli inh: 4.3	Wnt act: -0.7

> COc1ccc(S(=O)(=O)N2CCCCCC2)cc1NC(=O)CCNC(=O)c1ccc(Cl)cc1
  DAGLB inh: -1.6	phage Ecoli inh: 2.9	Wnt act: -3.0

> C[C@H](CO)N1C[C@H](C)[C@@H](CN(C)S(=O)(=O)c2cccc(F)c2)OCc2cn(nn2)CCCC1=O
  DAGLB inh: -0.8	phage Ecoli inh: 2.6	Wnt act: -1.7

> O=C(c1ccc(Br)cc1)N1CCN(c2ccccn2)CC1
  DAGLB inh: -4.3	phage Ecoli inh: 4.5	Wnt act: -0.6

> C[C@@H]1CCCCO[C@@H](CN(C)S(=O)(=O)c2ccc(Cl)cc2)[C@@H](C)CN([C@H](C)CO)C(=O)c2cc(N(C)C)ccc2O1
  DAGLB inh: -0.7	phage Ecoli inh: 1.8	Wnt act: -0.4

> C[C@H](CO)N1C[C@H](C)[C@@H](CN(C)C(=O)Nc2ccc(F)cc2)Oc2ncc(-c3ccc(F)cc3)cc2C1=O
  DAGLB inh: -1.5	phage Ecoli inh: 1.3	Wnt act: -0.2

> COCCNC(=S)N1CCC(C(=O)c2ccc(Cl)cc2)CC1
  DAGLB inh: 0.0	phage Ecoli inh: 2.1	Wnt act: 1.3

> Cc1ccc(CNC(=O)CSc2nnc(CNC(=O)c3ccc(F)cc3)o2)cc1
  DAGLB inh: 1.5	phage Ecoli inh: 2.6	Wnt act: 1.8

> COCCNC(=O)c1cc(S(=O)(=O)N2CCC3(CC2)OCCO3)ccc1F
  DAGLB inh: 0.1	phage Ecoli inh: -0.1	Wnt act: -0.1

> O=C(COC(=O)Cc1ccc(Cl)cc1)NCc1ccc(Cl)cc1
  DAGLB inh: -0.5	phage Ecoli inh: 1.9	Wnt act: -0.6

> O=C(COC(=O)c1cccc(S(=O)(=O)N2CCOCC2)c1)NC1CCCCC1
  DAGLB inh: 0.6	phage Ecoli inh: 3.3	Wnt act: -0.6

> CCCCCCn1c(=O)n2n(c1=O)C[C@]1(OC(=O)NCc3ccc(OC)c(OC)c3)CN(S(=O)(=O)c3ccc(C)cc3)C[C@]1(O)C2
  DAGLB inh: 1.6	phage Ecoli inh: 1.7	Wnt act: -4.9

> CCN(CC)C(=O)C1=C(C)N(Cc2ccccc2)C(=O)C(CC(=O)NCCCN(C)C)C1 (stereo unspecified)
  DAGLB inh: -1.3	phage Ecoli inh: 1.0	Wnt act: -2.9

> CCCCN1C(=O)C(CC(=O)NC2CCCC2)CC(C(=O)N2CCOCC2)=C1C (stereo unspecified)
  DAGLB inh: 2.8	phage Ecoli inh: 4.2	Wnt act: -1.3

> COc1ccc(CC(=O)Cc2ccc(OC)c(OC)c2)cc1OC
  DAGLB inh: -0.1	phage Ecoli inh: 2.4	Wnt act: -4.3

> Cc1ccc(S(=O)(=O)N(C)c2ccc(C(=O)NCC(c3ccco3)N3CCCC3)cc2)cc1 (stereo unspecified)
  DAGLB inh: -1.8	phage Ecoli inh: -2.3	Wnt act: -2.3

> Cc1onc(-c2ccccc2)c1NC(=O)OC(C)c1cccnc1 (stereo unspecified)
  DAGLB inh: -1.1	phage Ecoli inh: 4.1	Wnt act: -2.7

> Cc1ccc2cc(CNC[C@H]3O[C@@H](n4cc(C)c(=O)[nH]c4=O)C[C@@H]3O)c(N3CCOCC3)nc2c1
  DAGLB inh: -0.1	phage Ecoli inh: 2.3	Wnt act: 0.6

> O=C(N=Nc1c(O)[nH]c2ccc(Br)cc12)c1ccco1
  DAGLB inh: 0.4	phage Ecoli inh: -0.9	Wnt act: 36.4*

The results go on:
Results follow in this order: DAGLB inh, phage Ecoli inh, Wnt act
> N#CCC(=O)Nc1ccc(C(=O)OCC(=O)Nc2cc(-c3ccccc3)nn2-c2ccccc2)cc1
    -1.8, 0.8, -4.2
> Cc1ccc(S(=O)(=O)N2C[C@H]3C(=O)C[C@@H](c4cccc(Cl)c4)N(S(=O)(=O)c4ccc(C)cc4)[C@H]3C[C@H]2c2ccc(Cl)cc2)cc1
    -14.0, 1.3, -1.8
> O=C(Nc1c(Cl)ccc2nsnc12)c1ccc(Br)o1
    -7.4, 3.4, -2.9
> Cc1ccc(Cl)c(NC(=O)CN2C(=O)C(C)N(c3ccc(F)cc3)C2=O)c1Cl (stereo unspecified)
    -0.6, 3.4, 2.4
> CCOC(=O)N(C)C[C@@H]1OCc2cnnn2CCCC(=O)N([C@H](C)CO)C[C@@H]1C
    -2.8, 1.8, -1.5
> COc1ccccc1CN1CC(C(=O)NCCCCc2ccccn2)CCC1=O (stereo unspecified)
    -1.4, 2.8, 3.8
> COc1cccc(OC)c1C(=O)NCc1ccco1
    0.5, 0.8, -2.7
> COC(=O)c1ccc(CNC(=O)C(Cc2ccccc2)NC(=O)c2ccccc2)cc1 (stereo unspecified)
    0.0, 1.6, -1.2
> COCOCCn1cc(CN2CCS(=O)(=O)N(Cc3ccc(-c4ccc(Cl)cc4)cc3)C(C(C)C)C2=O)nn1 (stereo unspecified)
    -4.0, 5.6, -2.8
> COCCCn1c(=O)/c(=C/c2ccccc2OC(C)C)s/c1=C(\C#N)C(=O)Nc1ccc(C(=O)O)cc1
    -0.3, 0.8, -3.0
> c1coc(-c2cnc3ccccc3n2)c1
    -1.0, 3.0, 13.8
> COc1ccc(-c2ccc(CN3C(CC(C)C)C(=O)N(Cc4cn(CC5CCCCC5)nn4)CCS3(=O)=O)cc2)cn1 (stereo unspecified)
    -8.5, 5.9, -7.5
> C[C@@H]1CN([C@@H](C)CO)C(=O)c2c(c3ccccc3n2C)-c2ccccc2CO[C@H]1CN(C)C(=O)C1CC1
    -1.6, 1.0, -1.2
> O=C1NC(Cc2ccccc2)c2nc3cc(F)c(F)cc3c(=O)n2-c2cc3ccccc3cc21 (stereo unspecified)
    2.5, 3.7, -8.9
> Cc1noc(C)c1CCC(=O)Nc1cc(C(=O)O)ccc1Cl
    -0.9, 3.8, -2.8
> O=c1c2cc([N+](=O)[O-])ccc2sn1-c1ccccc1
    20.9, 3.9, -0.9

Quoted from the listing, 15 compounds:
Results follow in this order: DAGLB inh, phage Ecoli inh, Wnt act
> Cc1ccc2cc(CNC[C@H]3O[C@@H](n4cc(C)c(=O)[nH]c4=O)C[C@@H]3O)c(N3CCOCC3)nc2c1
    -0.1, 2.3, 0.6
> O=C(N=Nc1c(O)[nH]c2ccc(Br)cc12)c1ccco1
    0.4, -0.9, 36.4*
> N#CCC(=O)Nc1ccc(C(=O)OCC(=O)Nc2cc(-c3ccccc3)nn2-c2ccccc2)cc1
    -1.8, 0.8, -4.2
> Cc1ccc(S(=O)(=O)N2C[C@H]3C(=O)C[C@@H](c4cccc(Cl)c4)N(S(=O)(=O)c4ccc(C)cc4)[C@H]3C[C@H]2c2ccc(Cl)cc2)cc1
    -14.0, 1.3, -1.8
> O=C(Nc1c(Cl)ccc2nsnc12)c1ccc(Br)o1
    -7.4, 3.4, -2.9
> Cc1ccc(Cl)c(NC(=O)CN2C(=O)C(C)N(c3ccc(F)cc3)C2=O)c1Cl (stereo unspecified)
    -0.6, 3.4, 2.4
> CCOC(=O)N(C)C[C@@H]1OCc2cnnn2CCCC(=O)N([C@H](C)CO)C[C@@H]1C
    -2.8, 1.8, -1.5
> COc1ccccc1CN1CC(C(=O)NCCCCc2ccccn2)CCC1=O (stereo unspecified)
    -1.4, 2.8, 3.8
> COc1cccc(OC)c1C(=O)NCc1ccco1
    0.5, 0.8, -2.7
> COC(=O)c1ccc(CNC(=O)C(Cc2ccccc2)NC(=O)c2ccccc2)cc1 (stereo unspecified)
    0.0, 1.6, -1.2
> COCOCCn1cc(CN2CCS(=O)(=O)N(Cc3ccc(-c4ccc(Cl)cc4)cc3)C(C(C)C)C2=O)nn1 (stereo unspecified)
    -4.0, 5.6, -2.8
> COCCCn1c(=O)/c(=C/c2ccccc2OC(C)C)s/c1=C(\C#N)C(=O)Nc1ccc(C(=O)O)cc1
    -0.3, 0.8, -3.0
> c1coc(-c2cnc3ccccc3n2)c1
    -1.0, 3.0, 13.8
> COc1ccc(-c2ccc(CN3C(CC(C)C)C(=O)N(Cc4cn(CC5CCCCC5)nn4)CCS3(=O)=O)cc2)cn1 (stereo unspecified)
    -8.5, 5.9, -7.5
> C[C@@H]1CN([C@@H](C)CO)C(=O)c2c(c3ccccc3n2C)-c2ccccc2CO[C@H]1CN(C)C(=O)C1CC1
    -1.6, 1.0, -1.2
